# Screening results (PubChem)
# KOR beta-arrestin-1: kappa opioid receptor blockers – cell-based, luminescence, uHTS (AID 1778); KOR beta-arrestin recruitment, luminescence, antagonist mode; higher % means a stronger effect; 0.091% of 290,000 active; inhibition, % at 10 µM, or IC50 in µM where a hit was titrated; also: strong numbers were not always called active
# AID2073: inhibitors of Mint1-CaV2.2 protein interaction, biochemical, HTRF (AID 2073) | HTRF protein-protein interaction, Mint1-CaV2.2; higher % means a stronger effect | 0.19% of 290,000 active | inhibition, % at 20 µM; hits with a dose series show IC50 in µM; in the data active = inhibition mostly above about 51%, no sharp cut-off; also: some results filed as inactive read as strong as hits
# Dynein cargo inh: dynein cargo transport inhibition. 0.47% of 220,000 active. 3617.4 mouse cells, GR-EGFP nuclear translocation imaging; test concentration mostly 20 µM; stimulated with dexamethasone, 1 µM; active compounds read low. z-score, hits read low;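 active = plate z-score of nuclear minus cytoplasmic receptor signal below a set negative limit, without overly bright fluorescence or cell loss, cut at about -3.5 in these data, passing the limit was not always enough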;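 also: z-score of nuclear minus cytoplasmic ring GR-EGFP intensity difference per well; some compounds called inactive have numbers as strong as hits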
#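 Buffer or medium: tetracycline-free induction medium containing charcoal-stripped FBS / Reagent: dexamethasone agonist, 1.0 µM final, for 30 min / Technique: automated 10x imaging of fixed Hoechst-stained cells / Times: induction 48 h, compound 1 h, agonist 30 min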
# NOD1 NF-kB reporter: NOD1 signaling inhibitors, primary screen, cell-based, luminescence, uHTS (AID 1578); 1% of 290,000 active; inhibition, % at 4 µM; hits with a dose series show EC50 in µM; NOD1-driven NF-kB luciferase reporter cells, luminescence; higher % means a stronger effect; in the data active = inhibition mostly above about 36%, no sharp cut-off; inactive = mostly below about 34%;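 also: HEK-293T reporter cells stimulated with the NOD1 agonist gamma-tri-DAP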
# M1AAP inhibition: P. falciparum M1AAP inhibitors, biochemical, fluorogenic H-Leu-NHMec substrate, 1536-well (AID 1445); recombinant M1AAP, H-Leu-NHMec fluorogenic kinetic assay; higher % means a stronger effect; inhibition, % at 30 µM, or IC50 in µM where a hit was titrated; 0.42% of 220,000 active;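 active = primary inhibition above the hit cutoff, then over 50% inhibition at one or more dose response concentrations, cut at about 23% in these data, passing the limit was not always enough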;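 also: plate controls were DMSO full reaction for no effect and no enzyme background for full effect; strong numbers were not always called active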
# KOR beta-arrestin-2: KOR agonists, beta-arrestin recruitment, primary screen, cell-based, luminescence, uHTS (AID 1777); 0.02% of 280,000 active; KOR beta-arrestin recruitment, luminescence; higher % means a stronger effect; activation, % at 10 µM, or EC50 in µM where a hit was titrated; in the data active = activation above about 50%, passing the limit was not always enough; also: a part of the inactive calls stands beside numbers as strong as those of hits
# P. falciparum M17LAP: P. falciparum M17LAP inhibitors, primary screen, biochemical, fluorogenic H-Leu-NHMec substrate, 1536-well (AID 1619) | recombinant M17LAP, H-Leu-NHMec fluorogenic kinetic assay; higher % means a stronger effect | inhibition, % at 30 µM, or IC50 in µM where a hit was titrated | 0.38% of 220,000 active;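 active = compound inhibiting the enzyme by more than half at any dose during confirmatory dose-response retesting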;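 also: plate controls were full reaction with DMSO carrier for no effect and no enzyme background for full effect; strong numbers were not always called active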
# NOD2 inhibition: NOD2 signaling inhibitors, cell-based, luminescence, uHTS, HEK293 (AID 1566). HEK293 NOD2/NF-kB luciferase reporter, luminescence; higher % means a stronger effect. inhibition, % at 4 µM, or EC50 in µM where a hit was titrated. 0.63% of 290,000 active; also: many of its hits are not listed in these tables
# GPR55 activation: selective activators of receptor GPR55 – imaging, U2OS cells, beta-arrestin-GFP redistribution, primary screen (AID 1961); activation, % at 10 µM, or EC50 in µM where a hit was titrated; U2OS GPR55 beta-arrestin-GFP redistribution imaging; higher % means a stronger effect; 0.048% of 290,000 active;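 active = activation above 40% with more than 50 cells counted in the well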;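 also: U2OS osteosarcoma cells stably expressing GPR55 and beta-arrestin-GFP; plate controls were DMSO negative control for no effect and LPI positive control for full effect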
# Dynein cargo inh cytoplasmic EGFP: recorded beside Dynein cargo inh, whose call it bears; z-score; measured here: cytoplasmic GR-EGFP intensity; active compounds read high
# Dynein cargo inh nuclear GR-EGFP: recorded beside Dynein cargo inh, whose call it bears; z-score; measured here: nuclear GR-EGFP intensity;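 lower value marks the stronger effect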
# Dynein cargo inh cell count: also measured in Dynein cargo inh; calls as there; z-score; measured here: cell count per field
# Starred values were filed as active, the others as inactive; · = not tested or not shown; [ ] = another dose, or the depositor's remark. Rule as the data show it, unless noted: active = inhibition above about 50%; inactive = the rest.
no.	structure	NOD1 NF-kB reporter	Dynein cargo inh	Dynein cargo inh nuclear GR-EGFP	Dynein cargo inh cytoplasmic EGFP	M1AAP inhibition	KOR beta-arrestin-2	KOR beta-arrestin-1	Dynein cargo inh cell count	AID2073	GPR55 activation	P. falciparum M17LAP	NOD2 inhibition
1	O=C(CC12CC3CC(CC(C3)C1)C2)NC(=S)NCc1ccccc1	-10%	0.11	0.15	-0.08	20%	-0.5%	-16%	-1	0%	-0.3%	-4%	10%
2	COc1ccc([N+](=O)[O-])cc1NC(=O)Cc1ccccc1Cl	-28%	-0.65	-0.49	-0.31	2%	6.8%	7%	0.42	0%	0.7%	8%	13%
3	C=CCSc1nnc(CSc2nc3sc4c(c3c(=O)[nH]2)CCCC4)n1-c1ccccc1	21%	-0.3	0.093	-0.17	22%	-1.7%	30%	0.37	-17%	0.3%	-55%	27%
4	O=C(NC1CCCC1)c1cc(-c2ccccc2)on1	-143%	·	·	·	·	-3.8%	-7%	·	7%	-0.2%	·	-158%
5	Cn1c(=O)cc(OCC(=O)N2CCCc3ccccc32)c2ccccc21	·	0.14	0.21	-0.26	2%	0.2%	23%	1	22%	0.0%	3%	14%
6	CSCCC(NC(N)=O)C(=O)Nc1cccc(C#N)c1 (centres undefined)	11%	1.3	0.43	-0.15	8%	0.7%	-24%	-1.2	20%	0.2%	0%	17%
7	COc1ccc(N(C(=O)c2cccnc2)S(=O)(=O)c2ccc3c(c2)n(C)c(=O)n3C)cc1	16%	0.68	0.55	-0.11	1%	-0.2%	25%	0.11	12%	-0.2%	-10%	12%
8	CCOC(=O)c1csc(NC(=O)CSc2nnc(C3CC3)n2C)n1	-7%	-0.055	0.08	-0.2	3%	-6.8%	-19%	0.087	0%	0.2%	9%	3%
9	COc1ccc2[nH]c3c(c2c1)CCN1C(=O)N([C@@H](C)C(=O)NCC2CCCO2)C(=O)[C@]31C (some centres undefined)	-20%	·	·	·	·	3.5%	-49%[20 µM]	·	15%	0.5%	·	18%
10	Cc1cccc(-c2ocnc2C(=O)Nc2ccccc2NC(=O)c2ccccn2)c1	10%	·	·	·	·	-1.9%	3%	·	31%	-0.2%	·	-8%
11	Cc1ccc(-c2cc(C(=O)N3CCc4ccccc4C3)[nH]n2)cc1C	-49%	·	·	·	·	-6.2%	-36%	·	-1%	-0.2%	·	-10%
12	COc1ccccc1-c1nn2c(C(F)(F)F)nnc2s1	-14%	0.66	0.54	-0.24	5%	0.5%	-20%	0.38	2%	0.2%	-7%	13%
13	COCc1[nH]c(=S)[nH]c(=O)c1C	-12%	-0.52	-0.26	-0.22	0%	·	3%	0.74	-16%	-0.1%	-2%	0%
14	Cc1ccc(C(=O)Cn2ncsc2=N)cc1	-11%	0.35	-0.44	-0.2	7%	-1.9%	24%	-0.18	-4%	0.1%	-3%	-35%
15	CCCCn1c(CN2CCN(c3ccc(F)cc3)CC2)nc2c1c(=O)n(C)c(=O)n2C	21%	-0.51	-0.22	-0.23	1%	-2.0%	7%	1.2	4%	0.3%	9%	28%
16	CCOC(=O)c1c[nH]c(=S)n1C	-7%	-0.37	-0.24	-0.19	-1%	1.4%	21%	1.1	-2%	-0.1%	-5%	12%
17	COc1cccc(C(=O)NC(=S)Nc2ccccc2N2CCCCC2)c1	16%	·	·	·	·	-2.9%	-4%	·	-1%	-0.1%	·	11%
18	Fc1ccc(NCc2ccccc2F)cc1Cl	-4%	-0.54	0.051	-0.19	5%	2.8%	-24%	-0.073	0%	0.0%	-76%	8%
19	O=C(O)CSC(C(=O)Nc1ccc(Br)cc1)c1ccccc1 (centres undefined)	-10%	-1.5	-0.71	0.38	-4%	-0.3%	2%[20 µM]	1.2	8%	0.2%	2%	18%
20	C/C(=C\c1cccc(Br)c1)C(=O)c1c(C)cc(C)[nH]c1=O	7%	·	·	·	·	-0.4%	-29%	·	19%	0.0%	·	7%
21	CS(=O)(=O)N(CC(=O)Nc1cccc([N+](=O)[O-])c1)c1ccccc1F	-28%	1.7	0.78	-0.21	0%	0.8%	-25%[20 µM]	-0.54	-1%	0.5%	0%	-16%
22	CCc1cc(=O)oc2cc(C)cc(OCC(=O)NCc3ccccn3)c12	-40%	·	·	·	·	-1.8%	13%	·	24%	0.2%	·	12%
23	CCCNC(=O)c1ccccc1NC(=O)c1ccccc1SC	-12%	0.13	0.37	-0.3	-2%	-3.4%	-8%[20 µM]	0.45	6%	-0.1%	-8%	31%
24	O=C(c1ccccc1F)N1CCN(c2cnn(-c3cccc(Cl)c3)c(=O)c2Cl)CC1	-22%	-2	-0.17	-0.27	5%	-4.9%	-8%	0.5	-8%	-0.1%	3%	19%

# Overlap with the part before: two compounds; new compounds follow.
no.	structure	NOD1 NF-kB reporter	Dynein cargo inh	Dynein cargo inh nuclear GR-EGFP	Dynein cargo inh cytoplasmic EGFP	M1AAP inhibition	KOR beta-arrestin-2	KOR beta-arrestin-1	Dynein cargo inh cell count	AID2073	GPR55 activation	P. falciparum M17LAP	NOD2 inhibition
23	CCCNC(=O)c1ccccc1NC(=O)c1ccccc1SC	-12%	0.13	0.37	-0.3	-2%	-3.4%	-8%[20 µM]	0.45	6%	-0.1%	-8%	31%
24	O=C(c1ccccc1F)N1CCN(c2cnn(-c3cccc(Cl)c3)c(=O)c2Cl)CC1	-22%	-2	-0.17	-0.27	5%	-4.9%	-8%	0.5	-8%	-0.1%	3%	19%
25	O=C(CSc1nc2ccccc2n1S(=O)(=O)c1ccccc1)N1CCCC1	-20%	-1.1	-0.26	-0.24	-6%	0.6%	19%	1.2	3%	-0.2%	1%	8%
26	COc1ccc(-c2csc(NC(=O)c3ccc(N4C(=O)CCC4=O)cc3)n2)cc1	-18%	0.74	0.4	-0.2	2%	-3.0%	-19%	0.048	20%	0.2%	2%	5%
27	CCC(C)NC(=O)C1CCN(S(=O)(=O)c2ccc(OC)cc2)CC1 (centres undefined)	5%	-0.17	0.23	-0.047	4%	-3.0%	11%	0.29	-3%	0.0%	0%	11%
28	COc1cc(Cl)ccc1OCc1cc(C(=O)NC2CCc3ccccc32)no1 (centres undefined)	-10%	·	·	·	·	7.4%	-98%	·	19%	-0.1%	·	16%
29	Cc1nn(Cc2ccc([N+](=O)[O-])cc2)c(=O)n1N(C)c1ncc(C(F)(F)F)cc1Cl	-16%	-0.28	0.021	-0.062	1%	2.0%	-7%	0.075	0%	-0.1%	-3%	-8%
30	COc1cccc(C(=O)N/N=C(/CCC(=O)O)c2ccccc2)c1	-18%	-0.22	-0.58	-0.34	10%	0.0%	8%	0.4	-3%	-0.3%	1%	-5%
31	COc1cc2ccc(=O)oc2cc1OCC(O)C(C)(C)O (centres undefined)	8%	-0.65	0.013	-0.37	14%	-2.6%	18%	-0.091	13%	0.6%	-106%	12%
32	CC(=O)c1cccc(NS(=O)(=O)c2cc3c(cc2C)NC(=O)CO3)c1	0%	·	·	·	·	3.4%	-31%	·	8%	-0.2%	·	-9%
33	C=C(C)Cn1c(CCNC(=O)CCC)nc2ccccc21	-10%	0.42	0.57	-0.21	-1%	-3.3%	12%	0.12	-7%	-0.1%	4%	-2%
34	O=C(CCC1CCCN(C(=O)Cc2cccc(F)c2)C1)N1CCN(c2ccccn2)CC1 (centres undefined)	-12%	1.2	0.87	-0.22	2%	·	6%[20 µM]	-0.62	-6%	-0.1%	-7%	-6%
35	ClCc1nnc(-c2cc3c(s2)CCCC3)o1	44%	-4.5*	-2*	0.61*	3%	-1.0%	-50%	0.87*	0%	0.0%	-2%	-29%
36	CC1=C(C)C(=O)OC(C(C)C2CCC3C4CC=C5CC(OC6OC(COC7OC(CO)C(O)C(O)C7O)C(O)C(O)C6O)CC(O)C5(C)C4CCC23C)C1 (centres undefined)	-6%	-0.68	-0.26	-0.2	-2%	-4.2%	7%	0.12	-7%	0.1%	-2%	11%
37	COc1cc(CCC(=O)OCC(=O)Nc2ccc3c(c2)OCO3)cc(OC)c1OC	-16%	·	·	·	·	9.1%	-16%	·	-7%	0.2%	·	-5%
38	C=CCCN(C1CCCC1)S(=O)(=O)c1ccccc1Br	6%	0.46	0.25	-0.64	1%	6.7%	-7%	-0.66	4%	0.0%	2%	-9%
39	CCC(=O)N1CCc2cc(S(=O)(=O)NCCCOC)ccc21	1%	0.16	0.73	-0.12	-1%	1.9%	-24%	-0.28	1%	0.2%	2%	4%
40	CCCCCC(=O)Nc1ccc(C2C(=O)c3ccccc3C2=O)cc1	-21%	·	·	·	·	-0.2%	23%	·	10%	0.3%	·	-62%
41	CCN(CC)S(=O)(=O)c1ccc(/C=C/C(=O)NC2CCCCC2)cc1	59%	·	·	·	·	4.9%	-27%	·	-5%	0.3%	·	1%
42	O=C(c1csc2c1CCCCC2)N1CCN(c2ncccn2)CC1	-5%	-0.67	0.16	-0.23	4%	2.8%	-2%	-0.3	3%	-0.1%	-3%	12%
43	COC(=O)c1cc(S(=O)(=O)N2CCC(C)CC2)cn1C	26%	·	·	·	·	-0.9%	-23%	·	-2%	0.3%	·	-8%
44	COc1cc2cc(C(c3nnnn3C(C)(C)C)N3CCC(C)CC3)c(=O)[nH]c2cc1OC (centres undefined)	-6%	2.8	2.5	0.37	14%	-1.2%	-17%	-2.3	-1%	0.3%	5%	2%
45	COc1cccc(OCCCCN2CC(C)OC(C)C2)c1 (centres undefined)	-12%	-0.89	-0.5	-0.14	3%	0.8%	-2%	0.87	0%	-0.1%	9%	-16%
46	NC(=O)COC(=O)c1ccc(Cl)c(S(=O)(=O)N2CCN(c3ccc(F)cc3)CC2)c1	-16%	-1.2	-0.53	-0.44	-4%	1.6%	-6%	3.1	7%	-0.1%	16%	-18%
47	Cc1cc(C(F)(F)F)nn1CC(=O)NNC(=S)Nc1ccc(F)cc1	3%	-0.83	-0.48	-0.27	-24%	-2.7%	·	0.064	-21%	-0.1%	-6%	-22%
48	NC(=O)c1c(NC(=O)Cn2nc(C(=O)O)c3ccccc3c2=O)sc2c1CCCC2	-5%	0.36	0.085	-0.28	-6%	-1.6%	4%	0.64	29%	-0.1%	-5%	-2%
49	O=C(Cc1ccccc1[N+](=O)[O-])NCc1ccncc1	-16%	0.55	0.58	-0.082	0%	-0.8%	-10%[20 µM]	-0.035	-10%	-0.1%	-4%	13%
50	COC(=O)c1ccccc1NC(=O)CNc1cc(Cl)ccc1N1CCOCC1	-26%	1.5	0.61	-0.29	2%	7.4%	-34%	-0.38	1%	-0.1%	6%	-55%

# An excerpt; the hit share may differ from the screen's.
